beta cell repl = inducers of beta-cell replication in MIN6 cells | MIN6 cells proliferation, ATPlite luminescence, 48 h; cells starved in 0.2% serum; 100% = growth in 10% serum | proliferation, % at 10 µM | 0.29% of 330,000 active;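 active = compounds whose signal lies at least 3.5 SD above the mean of all wells on their plate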;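 note: 0% = DMSO-treated cells in low-serum medium and 100% = 10% serum control; some compounds called inactive have numbers as strong as hits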
MPTP inh = permeability transition pore inhibition; isolated mouse mitochondria, Ca2+ swelling absorbance, 30 min; inhibition, % at 10 µM; 1.4% of 360,000 active; AID 602449;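 active = inhibition of 50% or more, scaled per plate between neutral and stimulator controls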;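 note: 0% = DMSO wells given calcium and 100% = 1 mM EGTA wells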
hIAP act = human IAP activation; P09923; purified human IAP, CDP-Star luminescence, 30 min; stronger effect = higher value; 1 = vehicle-only enzyme, 0 = enzyme-free background; activation factor at 10 µM; 0.16% of 330,000 active; AID 2524;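 active = activation factor of the enzyme at least 2-fold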; note: the source names both 10 and 20 µM as test concentration; values of inactives mirror those of a sister screen read the other way
Target sequence (P09923 whole entry, looked up): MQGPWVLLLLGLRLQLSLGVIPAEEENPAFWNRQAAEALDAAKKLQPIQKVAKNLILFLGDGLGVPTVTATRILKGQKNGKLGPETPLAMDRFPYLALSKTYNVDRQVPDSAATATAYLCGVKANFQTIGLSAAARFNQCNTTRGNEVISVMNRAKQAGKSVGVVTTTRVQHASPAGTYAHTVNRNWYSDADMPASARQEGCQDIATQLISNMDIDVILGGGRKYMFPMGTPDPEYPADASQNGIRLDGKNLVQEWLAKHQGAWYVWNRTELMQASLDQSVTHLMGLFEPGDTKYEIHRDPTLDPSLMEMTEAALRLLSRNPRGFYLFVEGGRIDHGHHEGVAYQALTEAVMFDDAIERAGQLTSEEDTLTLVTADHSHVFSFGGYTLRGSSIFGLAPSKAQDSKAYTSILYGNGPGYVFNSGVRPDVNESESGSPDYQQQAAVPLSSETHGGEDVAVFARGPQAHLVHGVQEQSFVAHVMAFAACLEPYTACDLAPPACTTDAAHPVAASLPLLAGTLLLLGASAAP
A3A deaminase = blocks human APOBEC3A ssDNA deamination; P31941; recombinant A3A, FAM/TAMRA ssDNA deamination fluorescence; inhibition, % at 20 µM; 0.41% of 330,000 active; AID 493011;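 active = at least 40% inhibition at 20 µM here, with at most 30% in a related deaminase screen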;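 note: plate controls were A3A with DMSO for no effect and wells lacking A3A enzyme for full effect; some results filed as inactive read as strong as hits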
Target sequence (P31941 whole entry, looked up): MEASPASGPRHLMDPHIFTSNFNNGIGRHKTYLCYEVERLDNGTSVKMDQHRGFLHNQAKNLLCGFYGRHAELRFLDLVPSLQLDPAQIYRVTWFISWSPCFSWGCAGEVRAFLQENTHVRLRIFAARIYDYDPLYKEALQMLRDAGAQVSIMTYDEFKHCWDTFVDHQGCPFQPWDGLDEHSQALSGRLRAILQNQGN
GRIN3A LBD mod = modulators (binders) of human NR3A ligand-binding domain; NR3A LBD differential scanning fluorimetry, Tm shift; 0% = protein alone, 100% = glycine-bound protein; Tm shift relative to glycine control, % at 25 µM; 2.5% of 340,000 active; AID 1259313;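 active = melting temperature shift of at least 10% of the positive control shift, at one fixed dose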
hIAP block = human IAP inhibition; P09923; purified IAP, CDP-Star luminescence, 30 min; inhibition, % at 10 µM; 0.12% of 330,000 active;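 active = inhibition reaching a set limit with compound at 10 µM in the primary screen, cut at about 35% in these data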;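 note: plate controls were DMSO wells with enzyme for no effect and no-enzyme buffer wells for full effect; values of inactives mirror those of a sister screen read the other way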
mIAP act = mouse IAP activation; AID 2805; muIAP, CDP-Star luminescence, 30 min; stronger effect = higher value; 1 = vehicle-only enzyme signal, 0 = enzyme-free wells; 0.24% of 330,000 active; activation factor at 10 µM;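 active = activation factor of at least 2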; note: the source names both 10 and 20 µM as test concentration; values of inactives mirror those of a sister screen read the other way
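System: Mouse IAP enzyme | Also added: CDP-Star substrate | Dosing: Compounds dispensed in DMSO | Schedule: 30 min enzyme-substrate-compound incubation at room temperature | Technique: Chemiluminescence readout | Control set: DMSO-only wells and no-enzyme negative control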
APOBEC3G inh = inhibitors of human APOBEC3G DNA deaminase; recombinant A3G, ssDNA deamination FAM/TAMRA fluorescence; inhibition, % at 20 µM; 0.28% of 330,000 active; AID 493012;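 active = inhibition of at least 40% at 20 µM, with no more than 30% in the related APOBEC3A deaminase screen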;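 note: plate controls were DMSO wells with A3G for no effect and wells lacking A3G enzyme for full effect; some compounds called inactive have numbers as strong as hits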
Target sequence (Q9HC16 whole entry, looked up): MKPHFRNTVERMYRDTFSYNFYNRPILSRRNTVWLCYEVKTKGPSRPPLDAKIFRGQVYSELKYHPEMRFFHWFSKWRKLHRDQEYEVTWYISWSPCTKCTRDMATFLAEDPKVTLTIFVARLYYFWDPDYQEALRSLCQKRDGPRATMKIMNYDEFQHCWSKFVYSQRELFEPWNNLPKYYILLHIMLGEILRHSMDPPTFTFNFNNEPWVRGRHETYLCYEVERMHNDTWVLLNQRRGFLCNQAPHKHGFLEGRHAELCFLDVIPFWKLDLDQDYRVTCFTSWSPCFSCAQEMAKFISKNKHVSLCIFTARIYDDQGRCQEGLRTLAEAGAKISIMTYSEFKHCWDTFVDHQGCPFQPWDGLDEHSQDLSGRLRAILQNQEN
mIAP inh = mouse IAP inhibition | 0.2% of 330,000 active | purified mouse IAP, CDP-Star luminescence, 30 min | AID 2806 | inhibition, % at 10 µM;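 active = inhibition of at least 40% at 10 µM in the primary screen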;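 note: plate controls were DMSO with enzyme for no effect and no enzyme wells for full effect; values of inactives mirror those of a sister screen read the other way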
The depositor's hits bear a star.

SMILES	beta cell repl	MPTP inh	hIAP act	A3A deaminase	GRIN3A LBD mod	hIAP block	mIAP act	APOBEC3G inh	mIAP inh
CCCc1nc2ccccc2c(=O)n1N	1.9	-2.7	1.01	-2.1	1.8	-1.5	1.03	-3.6	-3.3
CCCCOC(=O)Nc1ccc(S(=O)(=O)Nc2ncccn2)cc1	4.9	-0.4	1.03	1.1	0.0	-3.2	0.976	-2.6	2.4
COc1ccc(NC(=O)CCCn2c(=O)c3sccc3n(Cc3ccccc3)c2=O)cc1	0.0	-0.9	0.873	1.0	1.8	12.7	0.973	-4.2	2.7
Cc1nnc(SCC(=O)NC2CCCCCC2)n1C(C)C	0.8	1.6	0.989	-6.9	-1.2	1.1	0.958	-5.8	4.2
CC(C)(OC(=O)c1ccc(C#N)cc1)c1cc2ccccc2c(=O)o1	6.4	1.9	1.04	-2.9	2.4	-3.7	0.937	-4.0	6.3
CC(NC(=O)CN(C)Cc1cccc(Cl)c1)c1ccccc1 (stereo unspecified)	-1.1	0.1	0.998	-0.4	3.5	0.2	1.1	-5.3	-10.4
O=C(c1ccco1)N1CCN(c2cc(=O)n(-c3ccc(Cl)cc3)c(=O)[nH]2)CC1	-1.7	-3.0	0.801	-4.4	0.4	19.9	1.15	-10.1	-15.4
CCN(CC)CCn1c2ccccc2c2cnc(N=CN(C)C)c(C#N)c21	3.6	-12.0	0.89	3.9	-1.4	11.0	0.918	10.2	8.2
CCOC(=O)C1=C(C)N=c2s/c(=C\c3ccc(OCC(=O)O)cc3)c(=O)n2C1c1ccc(OC(C)C)cc1 (stereo unspecified)	-5.4	15.0	0.833	-1.9	2.1	16.7	0.76	-2.6	24.0
COc1ccccc1N(C)S(=O)(=O)c1ccc(Cl)c(C(=O)Nc2ccncc2)c1	2.2	1.6	0.962	-0.8	0.2	3.8	0.969	14.5	3.1
COc1cc(CNC(=O)C2CCC(=O)N(C3CCCCCC3)C2)cc(OC)c1 (stereo unspecified)	-5.5	-0.7	1.57	-2.6	-0.3	-57.4	0.977	-6.6	2.3
CCn1c(=O)c(C(=O)CN(C)Cc2ccc(F)cc2)c(N)n(Cc2ccccc2)c1=O	-4.3	0.4	1.01	4.0	0.2	-0.9	0.995	-2.3	0.5
Cn1[nH]c(C(F)(F)F)c(C=Nc2ccc(Cl)cc2)c1=O	-0.9	-1.0	1.28	35.4	-1.4	-28.3	0.995	-6.7	0.5
CC(C)(C)c1cn(-c2ccc(Cl)cc2)c(=S)[nH]1	-2.5	-1.7	0.997	0.6	2.4	0.3	1	1.2	-0.5
CCCCC(=O)NNC(=S)NC(=O)c1cccc([N+](=O)[O-])c1	-0.8	1.3	0.956	-2.9	-3.9	4.4	0.801	35.6	19.9
O/N=C(\c1ccccn1)C1CC1c1ccccc1 (stereo unspecified)	-2.5	-0.7	1.29	-3.1	1.0	-29.1	0.936	-7.3	6.4
CN(C)CCNC(=S)Nc1ccc(Cl)cc1	0.0	-0.1	1.02	-4.4	-0.7	-2.2	1.08	-6.2	-7.9
COCC(=O)N(Cc1cc2cc(C)ccc2[nH]c1=O)c1cccc(C)c1C	-0.7	1.0	1.16	0.4	-1.4	-16.1	1.05	-4.7	-5.3
COc1cc(OC)nc(Oc2ccc(NC(C)=O)cc2)n1	-0.2	-0.4	1.07	1.0	-1.1	-6.8	1.06	-1.7	-5.9
Cc1cccc2cc(C#N)c(NCCNC(=S)NCCCN3CCOCC3)nc12	0.9	-0.3	0.965	-4.4	0.5	3.5	0.97	-13.1	3.0
CCN1CCN(C(=O)c2ccc(CNS(=O)(=O)c3cccc(OC)c3)cc2)CC1	0.8	1.0	1.01	6.0	0.9	-0.6	1.04	-0.5	-4.4
CN(C)c1ccc(C2CC(c3cccc(NS(C)(=O)=O)c3)=NN2C(=O)c2ccccc2)cc1 (stereo unspecified)	-2.0	0.5	1.03	-6.8	-11.5	-3.4	1.07	-10.7	-7.3
CC(C)N1C(=O)NC2(c3ccccc3)N(C)C(=O)N(C)C12c1ccccc1 (stereo unspecified)	1.0	-0.7	1.05	-1.9	0.4	-5.3	0.99	-10.2	1.0
Cc1ccc(C(CNC(=O)c2ccco2)N2CCN(C)CC2)cc1 (stereo unspecified)	5.9	-0.8	0.94	-1.9	1.3	6.0	0.957	-6.7	4.3
O=C(NC(c1cccnc1)C(F)(F)F)c1cc(COc2ccc3c(c2)CCCC3)on1 (stereo unspecified)	-6.9	100.4*	0.869	-5.9	-2.5	13.1	0.941	-11.1	5.9

A draw from above in order of formula weight, highest first:
SMILES	beta cell repl	MPTP inh	hIAP act	A3A deaminase	GRIN3A LBD mod	hIAP block	mIAP act	APOBEC3G inh	mIAP inh
CCOC(=O)C1=C(C)N=c2s/c(=C\c3ccc(OCC(=O)O)cc3)c(=O)n2C1c1ccc(OC(C)C)cc1 (stereo unspecified)	-5.4	15.0	0.833	-1.9	2.1	16.7	0.76	-2.6	24.0
CCn1c(=O)c(C(=O)CN(C)Cc2ccc(F)cc2)c(N)n(Cc2ccccc2)c1=O	-4.3	0.4	1.01	4.0	0.2	-0.9	0.995	-2.3	0.5
CCCCC(=O)NNC(=S)NC(=O)c1cccc([N+](=O)[O-])c1	-0.8	1.3	0.956	-2.9	-3.9	4.4	0.801	35.6	19.9

(listing goes on)
SMILES	beta cell repl	MPTP inh	hIAP act	A3A deaminase	GRIN3A LBD mod	hIAP block	mIAP act	APOBEC3G inh	mIAP inh
CCSC1=NCCN1S(=O)(=O)c1ccc(Cl)cc1	-3.7	1.6	1.02	-1.3	-1.7	-1.6	0.972	5.1	2.8
Cc1cc(C)c(OCC(=O)OCC(=O)N2c3ccccc3CC2C)c(C)c1 (stereo unspecified)	-1.7	0.2	0.911	1.2	0.7	8.9	1.04	-0.7	-4.2
CCCNc1nc(C)cc(-c2cc(-c3ccccc3)on2)n1	6.0	0.2	1	0.2	1.4	-0.4	1.03	-4.1	-3.5
COc1ccc(-c2[nH]ncc2CN(C)Cc2cccnc2)c(F)c1	-0.6	0.0	1.07	0.2	-1.9	-7.4	0.887	-5.5	11.3
COC(=O)Nc1ccc(S(=O)(=O)Nc2ccccc2F)cc1	-1.2	1.6	0.801	1.6	-0.1	19.9	1.03	2.3	-3.3
S=c1nc(-c2ccccc2)n(CCCN2CCOCC2)c2c1CCCC2	0.6	-0.6	0.915	-3.0	-0.9	8.5	0.963	-4.1	3.7
CC(=O)N1CCN=C1SCc1cccc(F)c1	0.0	-1.0	0.945	-5.5	0.2	5.5	1.11	-3.1	-10.6
COc1ccc(CNC(=O)CN(Cc2ccc(Cl)cc2)S(=O)(=O)c2ccccc2)cc1	-1.5	-1.1	1	-2.0	-1.3	-0.2	1.18	-4.8	-17.8
CC(=O)CSc1nc(N)c(C#N)c(-c2cccs2)c1C#N	5.2	0.4	0.931	-0.6	-2.2	6.9	0.863	-1.6	13.7
O=C(NNC(=S)NC1CCCCC1)c1sc2ccccc2c1Cl	-2.8	88.4*	1.39	-0.8	3.7	-38.9	0.893	-2.9	10.7
Cc1ccc(C(C(=O)NC2CCCCC2)N(Cc2ccco2)C(=O)Cc2c[nH]c3ccccc23)o1 (stereo unspecified)	-4.8	6.2	0.956	-0.6	-4.7	4.4	1.12	-3.9	-12.1
FC(F)(F)c1cccc(NC(=S)N2CCN(c3cccc(C(F)(F)F)c3)CC2)c1	-3.1	22.3	1.23	-12.7	4.8	-22.6	1.06	-3.4	-6.5
COc1ccc(-c2nc(CSCC(=O)NCc3ccc4c(c3)OCO4)c(C)o2)cc1	2.8	-3.1	0.966	3.1	-3.6	3.4	1.05	1.9	-5.5
CCNc1ccc(S(=O)(=O)N2CCCCC2)cn1	-4.3	-1.5	1.19	3.1	1.0	-19.3	0.929	-3.8	7.1
Nc1[nH]n(-c2c(Cl)cc(Cl)cc2Cl)c(=O)c1N=Nc1ccc(S(=O)(=O)Nc2ncccn2)cc1	2.0	-0.8	1	-5.6	-0.3	0.0	0.966	-8.8	3.4
COc1cccc(CNC(=O)c2cccc(S(=O)(=O)N3CCN(c4ccc(F)cc4)CC3)c2)c1	1.5	-1.0	0.913	-2.2	2.5	8.7	0.93	-2.8	7.0
O=C(Cc1ccccc1)Nc1nnc(-c2cccc([N+](=O)[O-])c2)s1	0.0	-6.7	1.01	0.3	-7.5	-1.5	0.954	-6.3	4.6
Fc1ccc(-c2onc3ccc(C4OCCO4)cc23)cc1	-2.5	0.2	0.945	0.1	0.9	5.5	1.03	-3.0	-3.1
COc1ccccc1C(=O)C1CCCN(C(=O)Nc2ccccc2F)C1 (stereo unspecified)	-1.8	-2.2	1.1	0.8	-4.1	-9.6	1.14	-4.2	-14.1
Cc1ccc(N(CC(=O)Nc2cc(C)cc(C)c2)S(=O)(=O)c2cccc3nonc23)cc1	-1.4	1.5	0.89	0.9	-1.5	11.0	0.927	-3.8	7.3
CCc1ccc(/C=C2\CN(CC)Cc3c2nc2ccccc2c3C(=O)O)cc1	-1.2	-3.0	0.916	-6.5	0.8	8.4	0.857	-3.3	14.3
COc1ccc(C2=Nn3c(nnc3-c3ccco3)SC2)cc1	5.2	4.2	0.956	-3.1	-4.6	4.4	0.976	-8.8	2.4
Cc1ccccc1N1CC(C(=O)Nc2ccc(S(=O)(=O)N3CCCC3)cc2)CC1=O (stereo unspecified)	-0.7	-2.9	0.995	1.2	-1.3	0.5	0.952	3.4	4.8
O=c1c(Cl)c(O)c2cccc3c4ccccc4n1c23	-1.3	2.9	0.99	1.0	-7.7	1.0	0.913	15.5	8.7
CN(CC1COc2ccccc2O1)C(=O)c1cc(COc2c(F)cccc2F)on1 (stereo unspecified)	1.2	0.6	1.09	-1.8	-1.2	-8.9	1.03	-7.1	-3.4
Next results follow.
SMILES	beta cell repl	MPTP inh	hIAP act	A3A deaminase	GRIN3A LBD mod	hIAP block	mIAP act	APOBEC3G inh	mIAP inh
CCC(C)(C)NC(=O)C(OC(=O)c1ccco1)c1ccccc1F (stereo unspecified)	1.9	-1.6	1.14	-3.8	-1.8	-13.9	0.988	-5.5	1.2
Cn1c(-c2cnn(-c3ccccc3)c2-n2cccc2)n[nH]c1=S	3.0	-0.7	0.88	-4.3	1.4	12.0	0.652	24.0	34.8
CN(Cc1ccc(Br)cc1)CC(O)COc1cccc(Br)c1 (stereo unspecified)	-3.4	60.2*	0.841	-4.1	-3.3	15.9	0.912	-6.1	8.8
COc1ccc(NC(=S)NCCC2=CCCCC2)cc1OC	-5.6	1.0	1.05	-3.3	-3.1	-5.4	1.13	-3.2	-13.4
Cn1c(=O)c2[nH]c(N=NNc3ccccc3F)nc2n(C)c1=O	2.0	2.2	1.19	-0.3	2.4	-19.1	1	22.2	-0.4
O=C(NCCCN1CCOCC1)c1csc2c1CCCC2	-0.5	-0.9	1.05	-4.4	1.1	-5.1	1	-4.9	-0.2
Cc1cc(C)cc(NC(=S)N2CCC(NC(=O)C3CCCCC3)CC2)c1	-0.2	-2.4	0.893	-4.4	1.0	10.7	1.05	-7.3	-5.0
O=C(CCN1C(=O)/C(=C/c2cccs2)SC1=S)Nc1ccccc1O	-2.7	10.2	0.964	-0.5	15.5*	3.6	0.895	-0.3	10.5
C=CCC[C@H](Cc1ccc(F)cc1)C(=O)OC[C@H](Cc1c[nH]c2ccccc12)NC(=O)[C@@H](CC=C)CC(=O)N(CCO)Cc1ccccc1	-5.6	-0.8	1.01	3.0	-4.0	-1.1	1.01	-4.3	-1.0
COc1ccc(OC)c(C2C(C(=O)c3ccco3)=C(O)C(=O)N2CC2CCCO2)c1 (stereo unspecified)	0.5	2.6	1.04	-2.1	3.5	-3.8	0.943	-2.9	5.7
COc1cccc(NC(=O)CCc2nc(-c3ccccc3F)no2)c1	-1.5	-0.1	0.822	-0.9	6.7	17.8	0.904	-3.5	9.6

Compound activity: PubChem, Sanford-Burnham Center for Chemical Genomics

Compounds were not picked by outcome (roughly 5% active in at least one column).
